FAS-TE inh: FAS thioesterase domain inhibitors, primary screen, biochemical, fluorescence intensity, uHTS; recombinant FAS-TE, OMFH fluorogenic substrate, fluorescence endpoint; inhibition, % at 15 µM; 360,000 compounds, 0.67% hits; AID 602261, 2012;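 active = compounds whose normalised, plate-corrected inhibition of enzyme fluorescence in the single-dose primary screen is 50% or more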;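 note: 0% = DMSO with enzyme and 100% = substrate without enzyme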
MT1-MMP act inh: blockers of MT1-MMP proenzyme processing, primary screen, HT1080 RFP-PRO-GFP cells, GFP/RFP fluorescence; Matrix metalloproteinase-14 (Homo sapiens), P50281; GFP/RFP ratio change, % at 20 µM; 360,000 compounds, 0.061% hits; AID 651647, 2012; GFP/RFP ratio fluorescence, overnight; percent of plate control window, DMSO zero;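 active = GFP/RFP ratio change of at least 30% with cell ATP level not reduced by more than half and red fluorescence within 50% of control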; note: strong numbers were not always called active
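Assay system – RFP-PRO-GFP reporter HT1080 cells · Compound dosing – single dose of 20 µM compound, 1% DMSO final · Incubation – overnight compound exposure at 37 °C · Measure – GFP/RFP fluorescence ratio · Benchmarks – DMSO wells and RFP-L50D-GFP cells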
Rin1-Abl PPI inh: inhibitors of Rin1-Abl protein binding, primary screen, biochemical, TR-FRET; Tyrosine-protein kinase ABL1 (Homo sapiens) + Ras and Rab interactor 1 (Homo sapiens), …; inhibition, % at 7.35 µM; 360,000 compounds, 0.4% hits; in the data active = inhibition above about 5%, passing the limit was not always enough
Target sequence (P00519 whole entry, looked up): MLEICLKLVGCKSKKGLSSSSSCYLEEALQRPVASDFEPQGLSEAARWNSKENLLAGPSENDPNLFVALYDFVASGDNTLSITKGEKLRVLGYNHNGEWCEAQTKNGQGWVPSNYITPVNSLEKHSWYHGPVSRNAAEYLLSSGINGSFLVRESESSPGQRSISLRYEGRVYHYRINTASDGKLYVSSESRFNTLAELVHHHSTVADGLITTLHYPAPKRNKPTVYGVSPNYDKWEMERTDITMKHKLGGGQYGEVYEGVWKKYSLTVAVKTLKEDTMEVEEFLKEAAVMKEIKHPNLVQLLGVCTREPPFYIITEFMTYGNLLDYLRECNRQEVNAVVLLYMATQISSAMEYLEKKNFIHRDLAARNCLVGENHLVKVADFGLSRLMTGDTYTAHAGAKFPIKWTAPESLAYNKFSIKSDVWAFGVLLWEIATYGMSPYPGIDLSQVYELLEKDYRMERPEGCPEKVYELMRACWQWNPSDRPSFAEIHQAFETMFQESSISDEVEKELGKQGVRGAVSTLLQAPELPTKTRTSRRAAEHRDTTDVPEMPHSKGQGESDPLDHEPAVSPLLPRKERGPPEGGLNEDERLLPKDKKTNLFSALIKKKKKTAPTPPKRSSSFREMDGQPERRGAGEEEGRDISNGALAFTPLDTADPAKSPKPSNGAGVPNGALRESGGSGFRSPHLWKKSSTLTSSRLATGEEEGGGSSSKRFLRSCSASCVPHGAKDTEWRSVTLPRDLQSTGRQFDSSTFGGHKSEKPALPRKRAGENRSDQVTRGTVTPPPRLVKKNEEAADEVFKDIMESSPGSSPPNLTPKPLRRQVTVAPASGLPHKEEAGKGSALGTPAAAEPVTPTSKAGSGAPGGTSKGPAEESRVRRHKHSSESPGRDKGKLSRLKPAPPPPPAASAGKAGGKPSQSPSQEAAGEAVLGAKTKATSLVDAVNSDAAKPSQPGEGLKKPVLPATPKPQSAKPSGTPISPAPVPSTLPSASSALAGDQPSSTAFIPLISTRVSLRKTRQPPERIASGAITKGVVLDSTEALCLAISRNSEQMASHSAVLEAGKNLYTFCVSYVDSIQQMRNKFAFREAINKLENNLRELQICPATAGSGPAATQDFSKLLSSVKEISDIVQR
Target sequence (Q13671 whole entry, looked up): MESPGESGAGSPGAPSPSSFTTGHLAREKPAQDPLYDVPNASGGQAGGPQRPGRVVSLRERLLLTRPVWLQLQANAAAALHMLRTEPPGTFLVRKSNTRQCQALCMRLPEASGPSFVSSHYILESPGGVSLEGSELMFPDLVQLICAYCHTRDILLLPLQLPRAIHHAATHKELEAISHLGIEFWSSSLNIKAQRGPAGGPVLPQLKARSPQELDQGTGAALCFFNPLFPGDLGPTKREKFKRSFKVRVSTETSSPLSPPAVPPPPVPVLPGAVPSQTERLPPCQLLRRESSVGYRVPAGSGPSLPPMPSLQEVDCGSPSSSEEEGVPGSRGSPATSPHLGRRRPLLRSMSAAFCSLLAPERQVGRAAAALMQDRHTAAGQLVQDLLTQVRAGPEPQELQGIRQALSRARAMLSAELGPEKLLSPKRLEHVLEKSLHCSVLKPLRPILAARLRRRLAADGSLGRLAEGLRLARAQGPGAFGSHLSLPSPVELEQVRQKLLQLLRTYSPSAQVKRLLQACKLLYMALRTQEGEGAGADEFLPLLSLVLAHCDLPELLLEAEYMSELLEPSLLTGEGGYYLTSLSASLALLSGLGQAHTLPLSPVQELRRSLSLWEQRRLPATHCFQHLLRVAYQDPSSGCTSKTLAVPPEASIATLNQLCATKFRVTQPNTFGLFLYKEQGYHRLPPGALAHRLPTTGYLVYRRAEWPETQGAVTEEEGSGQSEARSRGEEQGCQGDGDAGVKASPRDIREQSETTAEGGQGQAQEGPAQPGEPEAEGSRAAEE
SKN-1 block: suppressors of acrylamide-induced Pgst-4::GFP reporter in worms, primary screen, SKN-1 inhibitor project, whole organism, uHTS, GFP/RFP fluorescence ratio, strain VP596 | inhibition, % at 21.8 µM | C. elegans VP596 Pgst-4::GFP/RFP ratio, 24 h | 360,000 compounds, 0.49% hits;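 active = interference check ratio from 0.5 to 1.5 plus GFP to RFP signal ratio inhibition reaching or exceeding a fixed threshold, cut at about 30% in these data, passing the limit was not always enough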; note: some compounds called inactive have numbers as strong as hits
MsrA inh: bovine MsrA enzyme inhibitors, primary screen, biochemical, absorbance, HTS; Methionine sulfoxide reductase A (Bos taurus); purified bovine MsrA, absorbance read-out; inhibition, % at 15.5 µM; 360,000 compounds, 0.75% hits; AID 651718, 2012; in the data active = inhibition above about 4.5%;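 note: 0% = vehicle wells with enzyme and 100% = reference inhibitor wells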
bovine MsrA act: bovine MsrA enzyme activators, primary screen, biochemical, absorbance, HTS. purified bovine MsrA, absorbance read-out. activation, % at 10.6 µM. 360,000 compounds, 0.3% hits. Methionine sulfoxide reductase A (Bos taurus); in the data active = activation above about 7.5%;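 note: 0% = vehicle and 100% = reference activator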
NRP1-CendR mod: modulators of CendR peptide binding to NRP-1, primary screen, biochemical, fluorescence polarization, uHTS; Neuropilin-1 (Homo sapiens), O14786; FAM-RPARPAR peptide binding to NRP-1; inhibition, % at 25 µM; 360,000 compounds, 0.85% hits; AID 602438, 2012;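 active = inhibition or corrected inhibition above about 18%, plus a signal ratio from 0.5 to 1.5, limit read from the data, passing the limit was not always enough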; note: strong numbers were not always called active
Neddyl block: inhibitors of cullin neddylation, primary screen, biochemical, TR-FRET, uHTS, NAE and Ubc12; NEDD8-conjugating enzyme Ubc12 (Homo sapiens) + NEDD8-activating enzyme E1 regulatory …; calls only at 25 µM; 360,000 compounds, 0.58% hits; AID 651699, 2012; in the data active = inhibition above about 36%
E coli Lon inh: inhibitors of E. coli Lon protease, primary screen, biochemical, fluorescence polarization; purified E. coli Lon protease; inhibition, % at 7.94 µM; 360,000 compounds, 0.42% hits; in the data active = inhibition above about 13%, passing the limit was not always enough;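 note: 0% = enzyme with probe and DMSO and 100% = no enzyme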
* = called active by the depositor; i = inactive; x = not tested or not shown; + = active, no number. The order is random; 4.2% or so of the library scored in one or more.

Start of the data: the first six compounds (preview)
SMILES	FAS-TE inh	MT1-MMP act inh	Rin1-Abl PPI inh	SKN-1 block	MsrA inh	bovine MsrA act	NRP1-CendR mod	Neddyl block	E coli Lon inh
O=C(Nc1ccccc1N1CCOCC1)[C@@H]1O[C@H](CO)[C@H](O)[C@H](O)[C@H]1O	-6	0	-4	8	-0.1	-2	32*	i	1
COC(=O)C1=CN(CC2CCCO2)C=C(C(=O)OC)C1c1cccc(O)c1 (centres undefined)	-2	3	0	-3	2.3	-5	-1	x	-2
C=CCN(c1ccc(C(=O)NCCCn2ccnc2)cc1)S(C)(=O)=O	-4	0	0	18	-0.1	-3	-4	i	-11
COC(=O)c1[nH]nc(-c2ccccc2)c1-c1ccccc1	5	6	-2	4	-1.4	-3	-4	i	4
Cn1c(=S)[nH]c2[nH]c(=O)cnc2c1=O	-9	5	-1	4	3.9	-6	3	i	-1
O=C(CN(Cc1cccs1)S(=O)(=O)c1ccc(S(=O)(=O)N2CCCCC2)cc1)Nc1ccccc1	-2	3	0	3	0.1	-3	15	i	7

The list itself, repeating the preview:
SMILES	FAS-TE inh	MT1-MMP act inh	Rin1-Abl PPI inh	SKN-1 block	MsrA inh	bovine MsrA act	NRP1-CendR mod	Neddyl block	E coli Lon inh
O=C(Nc1ccccc1N1CCOCC1)[C@@H]1O[C@H](CO)[C@H](O)[C@H](O)[C@H]1O	-6	0	-4	8	-0.1	-2	32*	i	1
COC(=O)C1=CN(CC2CCCO2)C=C(C(=O)OC)C1c1cccc(O)c1 (centres undefined)	-2	3	0	-3	2.3	-5	-1	x	-2
C=CCN(c1ccc(C(=O)NCCCn2ccnc2)cc1)S(C)(=O)=O	-4	0	0	18	-0.1	-3	-4	i	-11
COC(=O)c1[nH]nc(-c2ccccc2)c1-c1ccccc1	5	6	-2	4	-1.4	-3	-4	i	4
Cn1c(=S)[nH]c2[nH]c(=O)cnc2c1=O	-9	5	-1	4	3.9	-6	3	i	-1
O=C(CN(Cc1cccs1)S(=O)(=O)c1ccc(S(=O)(=O)N2CCCCC2)cc1)Nc1ccccc1	-2	3	0	3	0.1	-3	15	i	7
Cc1ccccc1/C=N/n1c(C2CCCCC2)n[nH]c1=S	-2	6	3	10	14*	-2	-8	i	-3
CCOC(=O)[C@@H]1[C@H]2COc3ccc(Br)cc3[C@H]2N2C(=O)N(c3ccc(F)cc3)C(=O)[C@@]12C	9	1	4	24	x	-4	8	i	-3
Cc1ccc(SCC(=O)NCCSCc2ccccc2)cc1	16	4	-3	2	0.6	-2	-4	i	-3
N/C(=N\OC(=O)C1CCCCC1)c1cccc([N+](=O)[O-])c1	26	6	1	18	x	-5	-6	i	6
O=C(NC1CCCCC1)c1ccc2c(c1)OCO2	-4	2	1	7	-0.5	-3	-4	i	-8
Cc1occc1C(=O)N/N=C/C(Br)=C/c1ccccc1	9	4	1	15	2.2	-2	-2	i	-4
Cc1ccc(C)c(NC(=O)CSc2nc(C)cs2)c1	-9	-2	-2	-2	-0.1	0	11	i	-3
CC1Cc2ccccc2C(CCc2ccccc2)=N1 (centres undefined)	-2	0	1	8	1.4	-3	-6	i	-7
Cc1ccc(-c2noc(-c3cc(C(C)(C)C)nn3Cc3ccccc3)n2)cc1	25	0	-1	-2	-0.4	-3	5	i	1
O=C(c1cccs1)N1CCN(S(=O)(=O)N2CCOCC2)CC1	-7	0	1	-7	-0.7	1	11	i	-4
CCCN(C(=O)COC(=O)c1nc2nccc(C)n2n1)C1CCS(=O)(=O)C1 (centres undefined)	-8	-1	2	14	-0.5	-1	5	i	-7
CCN(Cc1ccccc1)C(=O)CCS(=O)(=O)c1ccc2c(c1)CCN2C(C)=O	0	-16	-4	14	0.5	-3	-4	i	-7
CC1=C(C(=O)NCCN2CCN(C)CC2)C2(CCC(C)CC2)OC1=O (centres undefined)	-10	-10	0	-20	-1.7	-11	-1	i	-6
O=C(Nc1ccc(Br)cc1)c1cccc(OC(=S)N2CCOCC2)c1	14	-9	1	2	-0.2	-4	9	i	-1
C/C(=N\NC(=O)c1cc(C2CC2)nc2ccccc12)c1ccc(C)s1	-6	2	2	-1	-0.3	-13	-5	i	-1
C=C(Cl)COc1ccc2c(CC)cc(=O)oc2c1	15	4	2	24	0.1	1	-5	+	-1
COc1cccc(NC(=O)C2CC(=O)n3cnnc3S2)c1 (centres undefined)	-8	1	3	-13	-0.7	-2	10	i	-7
COc1ccc(OC)c(NC(=O)COc2coc(CN3CCCc4ccccc43)cc2=O)c1	4	-10	-3	0	0.7	0	-5	i	-7
Cc1cccc(C(=O)NCc2nnc(SCC(=O)NC3CCCC3)n2C)c1	-5	-1	1	5	0.0	-1	4	i	-1
O=C(NNc1ccnc2cc(Cl)ccc12)C1CCCCC1	-2	-8	1	-5	-1.2	-3	-13	i	3
CCc1ccc2nc3sc(C(=O)O)cc3cc2c1	-1	3	0	-9	2.0	-6	-8	i	9
CCOc1ccc(OCCn2c(SCC(=O)O)nc3ccccc32)cc1	-3	3	2	-2	0.9	2	4	i	-13
Cc1cc(C)cc(OCC(=O)Nc2cccc(S(=O)(=O)NC3=NCCC3)c2)c1	-7	-1	2	-10	1.0	-8	1	i	3
Cc1ccc2c(C)c(C(=O)N(C)Cc3nccn3C)oc2c1C	-4	1	1	6	2.1	-3	8	i	5
Cn1cc(Cl)c(C(=O)NC2CCCCCC2)n1	-6	4	5	6	-0.5	-4	-5	i	-8
COC(=O)c1ccc(COC(=O)c2ccc(CS(=O)(=O)c3ccc(C)cc3)cc2)cc1	0	2	-2	-14	1.0	-7	1	i	3
CN(C)/C=C1/OC(=O)C(C#N)=C1c1ccc(Cl)cc1	3	1	-1	-6	2.5	-5	-20	i	-2
O=C(COc1ccccc1)NCC(c1cccs1)N1CCOCC1 (centres undefined)	-7	0	2	-4	-0.1	-2	12	i	-2
Cc1cc(C)c(OCC(=O)Nc2cccc(O)c2)cc1C	1	5	0	-7	0.5	5	4	i	2
NC(=O)c1sc(-c2ccsc2)cc1NS(=O)(=O)c1ccc(C(F)(F)F)cc1	-5	6	-3	9	0.1	-5	1	i	0
Cc1cccc(NC(=O)CSc2nc(NS(=O)(=O)c3ccccc3)cc(=O)[nH]2)c1	-5	0	1	0	-0.5	0	7	i	11
Cn1c(N)nc2ccccc2c1=O	-8	1	6	-10	1.6	-5	6	i	10
O=S1(=O)CC(NCc2ccccc2)C(Nc2ccccc2)C1 (centres undefined)	-1	4	4	4	-0.2	-1	-1	i	1
N#Cc1cc(-c2ccc(Cl)cc2)cn(Cc2c(Cl)cccc2Cl)c1=O	62*	1	2	6	0.9	0	-7	i	-7
CC(C)(C)c1ccc(C(=O)N2CCN(S(=O)(=O)c3ccc(Br)s3)CC2)cc1	36	0	6	1	-1.1	-3	4	i	-3
O=C(NCc1ccccc1)NC1(C(=O)N2CCN3CCCC3C2)CCCCC1 (centres undefined)	-7	0	-1	-45	-0.4	-4	-2	i	0
Cc1cc(C(=O)NC2CC(C)(C)Cc3c2cnn3-c2ccccc2)n(C)n1 (centres undefined)	1	-6	-1	-1	-1.2	1	2	i	-9
CC(=O)Nc1ccc(S(=O)(=O)N2CCC3(CC2)CC(=O)c2ccccc2O3)cc1	7	-4	1	11	-1.1	-4	5	i	6
CC(C)C[C@@H](CN)NC(=O)c1nc[nH]c1C(=O)N[C@@H](Cc1ccccc1)C(=O)CNC[C@H](C)NC(=O)c1nc[nH]c1C(=O)N[C@@H](C)C(=O)O	-10	3	1	12	0.2	-2	5	i	3
CC(C)OP(=O)(c1ccc(N(C)C)cc1)C(O)c1c(Cl)cccc1Cl (centres undefined)	-5	0	1	-10	-0.8	-6	2	i	0
COc1cccc(-c2nc(NCc3ccccc3)c3ccccc3n2)c1O	19	3	-1	26	-0.3	-2	14	i	1
Cc1ccc(/C=C2/SC(=S)N(CCCC(=O)Nc3cc([N+](=O)[O-])ccc3O)C2=O)cc1	5	12	3	2	0.9	0	-7	i	-16
Fc1ccc(C2c3[nH]c4ccccc4c3CCN2CCCn2cccn2)cc1 (centres undefined)	4	-7	2	0	0.5	-5	-7	x	-8
O=C(NCC1CCCO1)Nc1ccccc1 (centres undefined)	-12	3	1	6	0.5	-2	4	i	-5
Cc1cc(=O)n2[nH]c(-c3cccc(Cl)c3)cc2n1	-16	4	1	-17	0.2	-12	-1	x	4
O=C(CSc1nnc(COc2ccc(Cl)cc2)o1)Nc1ccc(N2CCOCC2)cc1	-6	7	2	11	2.0	-4	1	i	-8
CCOC(=O)C1(C)CCCCN1C(=O)c1ccoc1 (centres undefined)	-8	0	-3	-19	-0.3	-4	4	i	0
COc1cc(C(=O)Nc2ccncc2)cc(OC)c1OC	-7	21	-3	4	0.7	0	19	i	2
Cc1ccc(N(c2ncnc(N)c2[N+](=O)[O-])C2CCCCC2)cc1	8	-2	-1	4	-0.1	-4	11	i	-6
O=C(CNCc1ccccn1)Nc1cc(S(=O)(=O)N2CCCCC2)ccc1Cl	0	6	2	-13	1.1	-1	7	i	3
O=C(Nc1ccc(F)cc1)C(c1cc2ccccc2o1)N1CCN(CC(=O)N2CCCC2)CC1 (centres undefined)	x	2	x	24	-0.9	x	2	i	x
C=CCNC(=O)/C(C#N)=C/c1ccc(C)o1	-4	2	0	2	4.2	-4	-73	i	-2
O=C(O)CN1C(=O)/C(=C\C(Br)=C\c2ccccc2)SC1=S	5	1	-2	-9	1.5	-7	-61	i	-36
CCCC(=O)Nc1ccc(NC(=O)c2cccs2)cn1	-6	9	4	-4	-0.4	-4	4	i	-8
Following part
SMILES	FAS-TE inh	MT1-MMP act inh	Rin1-Abl PPI inh	SKN-1 block	MsrA inh	bovine MsrA act	NRP1-CendR mod	Neddyl block	E coli Lon inh
COc1ccccc1NC(=O)CCC(=O)O	-6	4	2	-9	1.1	1	-4	i	5
C(=N\N1CCN(c2ccccc2)CC1)/c1ccccc1	2	0	-6	11	-0.4	0	8	i	-12
Cc1cccc(C)c1NC(=O)C1CCCN1S(=O)(=O)c1ccccc1 (centres undefined)	-5	6	1	2	-0.5	-2	1	i	-6
COc1ccc(CC(=O)NCc2n[nH]c(=S)n2C)cc1	-5	0	4	-6	-1.4	0	-14	i	3
COc1cccc(OC(C)c2ccnc3nc(/N=C/N(C)C)nn23)c1 (centres undefined)	-8	2	7	-5	2.7	-10	3	x	-7
Cc1ccc(Nc2cc(-n3cccn3)ncn2)c(C)c1	-1	-10	-5	4	1.2	-2	1	i	-1
CN1C(=O)N(C)C2C1N(C)S(=O)(=O)N2C (centres undefined)	-5	7	-2	1	-0.2	0	8	i	-4
Cn1nc2c3ccccc3n(Cc3ccccc3)c2nc1=S	-2	-3	1	0	-0.3	-1	-1	i	2
CC(C)CNC(=O)C1(C)CCCN1C(=O)c1cncc(Br)c1 (centres undefined)	-10	-1	-5	12	-0.9	-6	-8	i	4
O=C(c1ccc2c(=O)n(Cc3ccc4c(c3)OCO4)c(=O)[nH]c2c1)N1CCN(c2ccccc2)CC1	-8	4	0	1	-0.2	-2	18	i	-11
C=CCN=C1SCC(=O)N1S(=O)(=O)c1ccc(C)cc1	10	-53	3	0	1.2	3	9	i	-25
C=CCn1c(NCCOC)nc2c1c(=O)n(C)c(=O)n2C	-2	9	1	-17	0.4	-1	13	i	-2
CC1C(c2ccccc2)=Nn2c(=O)n(-c3ccccc3)c(=O)n21 (centres undefined)	-1	-1	-4	5	0.1	-2	5	x	-14

Screening results from PubChem.
